BaF3 tox: parental Ba/F3 cell viability inhibition, counter-screen for JAK2V617F inhibitor project, murine pro-B, CellTiter-Glo luminescence | CellTiter-Glo ATP luminescence | inhibition, % at 5.6 µM | 220,000 compounds, 1.1% hits | AID 1486, 2009;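 active means inhibition above a per-campaign cutoff, the mean inhibition of all tested compounds plus 3 SD, cut at about 27% in these data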;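 further: 0% = DMSO wells and 100% = JAK Inhibitor I control wells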
EP2 mod: EP2 receptor modulators, cAMP readout, primary screen, cell-based, HTRF cAMP, PGE2 stimulation. Prostaglandin E2 receptor EP2 subtype (Homo sapiens), P43116. EP2-expressing cells, cAMP HTRF FRET, PGE2 co-stimulation. induction, % at 25 µM. 260,000 compounds, 0.83% hits. AID 940, 2007;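 active means compounds whose cAMP rise, as percent of the full-agonist control response, exceeds 60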;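 further: rat C6 glioma line stably carrying human EP2 under a CMV promoter; the protocol text gives 20 µM as final concentration; 100% = response of wells given 1 µM PGE2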
Target sequence (P43116 whole entry, looked up): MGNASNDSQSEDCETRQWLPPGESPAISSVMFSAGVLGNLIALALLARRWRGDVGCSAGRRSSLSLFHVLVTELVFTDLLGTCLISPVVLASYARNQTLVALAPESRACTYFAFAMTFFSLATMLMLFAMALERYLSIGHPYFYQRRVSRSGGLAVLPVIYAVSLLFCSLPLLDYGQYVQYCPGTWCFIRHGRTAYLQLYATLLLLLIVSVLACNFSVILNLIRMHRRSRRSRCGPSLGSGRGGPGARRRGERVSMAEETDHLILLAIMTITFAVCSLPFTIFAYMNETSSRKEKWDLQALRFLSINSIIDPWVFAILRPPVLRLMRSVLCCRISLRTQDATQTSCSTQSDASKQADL
S1P4 ag: S1P4 receptor agonists, primary screen, cell-based | S1P4-expressing cell line, agonist reporter assay | Sphingosine 1-phosphate receptor 4 (Homo sapiens), O95977 | activation, % at 4.98 µM | 220,000 compounds, 0.35% hits; in the data active means activation above about 11%;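 further: 0% = DMSO vehicle and 100% = reference agonist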
Target sequence (O95977 whole entry, looked up): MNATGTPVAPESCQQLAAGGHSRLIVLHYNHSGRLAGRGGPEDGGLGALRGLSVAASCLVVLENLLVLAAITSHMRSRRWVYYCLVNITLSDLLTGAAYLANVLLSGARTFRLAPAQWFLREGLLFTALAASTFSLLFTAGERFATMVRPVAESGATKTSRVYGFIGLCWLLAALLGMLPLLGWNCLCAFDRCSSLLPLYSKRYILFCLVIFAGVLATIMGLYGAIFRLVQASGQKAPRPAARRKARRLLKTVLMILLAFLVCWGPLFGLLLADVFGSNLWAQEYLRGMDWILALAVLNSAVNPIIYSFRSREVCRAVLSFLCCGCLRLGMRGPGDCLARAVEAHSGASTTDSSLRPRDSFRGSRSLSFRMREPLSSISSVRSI
TRPML3 agonist: human TRPML3 channel agonists, primary screen, cell-based, HEK293 TRPML3-YFP, Fluo-8 calcium fluorescence, 3 µM | Mucolipin-3 (Homo sapiens), Q8TDD5 | 100% = the carbachol control signal | activation, % at 3 µM | 220,000 compounds, 0.29% hits;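 active means activation above its plate's cutoff, the mean activation of the plate's test wells plus 3 SD, cut at about 12% in these data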;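 further: 0% = DMSO only wells and 100% = carbachol wells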
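Material: HEK293 cells stably carrying human TRPML3-YFP; compound dosing: single dose, 3 µM final nominal compound, 0.3% DMSO final; incubation: 1-h 37 °C dye load, 5-s basal, 120-s post-compound reads; technique: Fluo-8 intracellular calcium fluorescence, excitation 470-495 nm, emission 515-575 nm; read-out basis: percent activation from peak-to-basal fluorescence ratio, scaled between DMSO and carbachol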
TRPN1 ag: zebrafish TRPN1 channel agonists, primary screen, cell-based, HEK293, calcium fluorescence; activation, % at 3 µM; HEK293 zebrafish TRPN1-YFP, Fluo-8 calcium fluorescence; 100% = response to 87 µM carbachol; AID 1424, 2008; 220,000 compounds, 0.18% hits;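 active means activation above its plate's cutoff, the mean activation of test wells on that plate plus 3 SD, cut at about 19% in these data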;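 further: 0% = DMSO alone and 100% = 87 µM carbachol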
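System: zebrafish TRPN1-YFP in HEK293 cells / Dosing: 3 µM single point / Timing: dye loading 1 h at 37 °C, then 30 min room temperature / Signal: Fluo-8 calcium fluorescence, excitation 470-495 nm, emission 515-575 nm / Read-out basis: percent activation from peak over basal fluorescence ratio, control-normalized / Control set: high carbachol 87 µM, low DMSO alone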
Ba/F3 V617F tox: reduced viability of JAK2V617F-dependent Ba/F3 cells, primary screen, JAK2V617F inhibitor project, cell-based, Ba/F3 EpoR-JAK2V617F, luminescence; ATP luminescence; inhibition, % at 5.6 µM; 220,000 compounds, 1.1% hits; AID 1446, 2008;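 active means inhibition above the campaign mean plus 3 SD over all tested compounds, cut at about 24% in these data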;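 further: cytokine-independent growth of Ba/F3 cells driven by EpoR plus mutant JAK2; 0% = DMSO-treated cells and 100% = JAK inhibitor I control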
PERK inh: block of dimerizer-induced PERK translation repression, primary screen, PERK inhibitor project, CHO PERK-DD cells, SEAP luminescence, HTS | AID 1416, 2008 | 220,000 compounds, 0.17% hits | inhibition, % at 5.6 µM | CHO PERK-DD fusion, SEAP luminescence translation reporter;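 active means inhibition above the mean inhibition of all tested compounds plus 3 SD, set separately per screening campaign, cut at about 2.9% in these data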;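 further: PERK kinase domain activated by AP20187 dimerizer at 100 nM; 0% = DMSO with dimerizer and 100% = rapamycin at 8.4 µM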
S1P4 antagonist: S1P4 receptor antagonists, primary screen, cell-based; Sphingosine 1-phosphate receptor 4 (Homo sapiens), O95977; S1P4-expressing cells, antagonist mode, reporter read-out; inhibition, % at 4.98 µM; 220,000 compounds, 0.26% hits; in the data active means inhibition above about 29%;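 further: 0% = wells stimulated with agonist and 100% = vehicle wells without agonist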
m-calpain inh: inhibitors of pig calpain II, primary screen, biochemical, fluorogenic peptide substrate, 1536-well; inhibition, % at 16 µM; purified calpain II, 30 min; 220,000 compounds, 0.37% hits;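 active means inhibition above about 50%, limit read from the data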
* hit, by the source's call; & = joins results of further samples.

SMILES | BaF3 tox | EP2 mod | S1P4 ag | TRPML3 agonist | TRPN1 ag | Ba/F3 V617F tox | PERK inh | S1P4 antagonist | m-calpain inh
O=C(Nc1ccc2c(c1)OCCO2)c1cccnc1 | 2 | 10 | 0.2 | 0.4 | 3.2 | 3 | -0.6 | -16 | -21
CCn1c(C)nc2cc(C(=O)NNC(=S)NC(=O)c3ccccc3)ccc21 | 6 | 20 | 0.3 | 1.6 | -1.1 | 2 | 0.8 | -2 | -31
O=C(O)C1CC=CCC1C(=O)NCc1ccccc1 (stereo not given) | 1 | 2 | -3.7 | 0.4 | -0.7 | -3 | 1.0 | -18 | 11
CCCC(CCC)C(=O)Nc1ccncc1 | 5 | -28 | -1.3 | -0.5 | -0.5 | 6 | -0.1 | -21 | 16
Cc1cccc(C(=O)Nc2cccc(Br)c2)c1[N+](=O)[O-] | 3 | -37 | 2.0 | -0.8 | -0.4 | 1 | 0.3 | -8 | 0
N#CCc1ccc(Oc2ncc(C(F)(F)F)cc2Cl)cc1 | 3 | 27 | -1.0 | 0.1 | -1.5 | 3 | 0.4 | -7 | 27
O=c1[nH]c(SCc2cccc(Cl)c2)nc2c1CCCC2 | 2 | 66* | -3.2 | 0.1 | 1.4 | -1 | 0.4 | 8 | 19
CC1(C)NC(=O)N(CCOc2cccc(Cl)c2Cl)C1=O | 6 | -6 | -2.5 | 0.3 | 2.5 | 4 | -0.3 | -23 | 7
Cn1c(=O)c2c(nc(NCC(O)CO)n2CCc2ccccc2)n(C)c1=O (stereo not given) | -4 | 11 | 1.4 | 0.1 | 1.3 | -4 | 1.6 | 3 | 32
Cc1cc(-c2ccccc2)c(C#N)c(N)n1 | 4 | -15 | 3.0 | 0.4 | -1.2 | -3 | -0.1 | -20 | -68
O=C(NC(=S)N1CCN(c2ccc(F)cc2)CC1)C12CC3CC(CC(C3)C1)C2 | 5 | 23 | 0.9 | 0.6 | -0.7 | -1 | 0.8 | -8 | 2
N/C(Cc1ccc(Cl)c(Cl)c1)=N\OC(=O)c1cccs1 | -1 | -29 | -1.9 | 0.0 | 0.7 | -3 | 0.3 | 24 | 17
CCCCCC(=O)N(CN1C(=O)CCC1=O)c1ccccc1 | -1 | 1 | 0.6 | 0.9 | -0.3 | -4 | 0.8 | 1 | 11
CC(=O)Oc1ccccc1C1OC(=O)c2ccccc2N1C(C)=O (stereo not given) | 9 | 7 | -0.3 | 0.8 | -0.5 | 2 | 0.9 | -15 | -25
COc1ccc(Nc2nc(CN3CCOCC3)nc3sc4c(c23)CCC(C)C4)cc1OC (stereo not given) | -2 | -9 | -1.6 | 0.2 | -0.3 | -4 | 0.1 | 3 | -44
C=C(Cl)COc1ccc2c(C)cc(=O)oc2c1 | 11 | 14 | 0.2 | -0.3 | -1.2 | 4 | -0.2 | -12 | -44
CC(=O)N1CC2(CC(=O)OC(C)C)CN(C(C)=O)CC(CC(=O)OC(C)C)(C1)C2=O | 0 | 9 | 1.1 | 0.3 | -0.3 | -1 | -0.1 | -14 | 8
Cc1cccc(-n2c(SCc3ccc(C#N)cc3)nnc2-c2c[nH]c3ccccc23)c1 | 5 | -7 | 0.0 | 0.0 | 0.3 | 2 | -0.9 | -9 | -66
O=c1[nH]c(Cc2ccccc2)nc2scc(-c3ccccc3)c12 | 4 | 28 | 1.4 | -0.1 | -0.2 | 0 | -0.1 | -6 | -9
O=S(=O)(c1ccc(Br)cc1)N1CCN(c2cc(-c3ccccc3)nc3ncnn23)CC1 | 3 | -5 | -0.4 | 0.9 | 0.1 | 2 | 0.2 | -16 | -96
COCCOC(=O)c1c(NC(=O)CNCc2ccco2)sc(C(N)=O)c1C | 6 | 3 | 0.5 | 0.7 | -0.5 | 1 | 0.5 | 8 | -61
CCCCn1c(N)c(N(CCOC)C(=O)CN2c3ccccc3CC2C)c(=O)[nH]c1=O (stereo not given) | 1 | 7 | 0.5 | 0.7 | 1.2 | 4 | -0.5 | -6 | 19
CCN(CC)C(=O)COc1ccc(S(=O)(=O)N2CCOCC2)cc1 | 6 | -19 | -0.7 | 1.9 | 0.4 | -1 | 1.8 | 3 | 5
Cc1cccc2cc(CN(Cc3cccnc3)C(=S)NCCCN(C)C)c(=O)[nH]c12 | 1 | -17 | -0.6 | 1.1 | 0.0 | 0 | 1.1 | 8 | -10
O=C(Nc1ccccc1F)c1c[nH]c(=O)[nH]c1=O | 0 | 3 | 0.1 | 0.7 | 1.2 | 4 | 0.1 | -3 | 24
CN1CCN(CC/C=C2/c3ccccc3Sc3ccc(S(=O)(=O)N(C)C)cc32)CC1 | -2 | -5&-34 | 1.2 | 2.6 | 3.8 | -3 | 0.1 | 4 | -22
COCCNCC(=O)NCC12CC3CC(CC(C3)C1)C2 | 2 | 4 | -1.2 | -0.3 | -0.4 | -6 | 0.5 | -19 | -1
CC(=O)c1cccc(N=Nc2c(-c3ccccc3)[nH]n(-c3ccccc3)c2=O)c1 | 5 | 2 | 1.8 | 1.3 | 1.4 | -1 | 1.6 | -4 | -25
COC(=O)c1ccsc1NC(=O)c1cccc(OC)c1 | 0 | 49 | 0.1 | -0.8 | -1.7 | -2 | 0.5 | 4 | 17
COc1ccc(C(=O)O/N=C2\CCS(=O)(=O)c3sccc32)cc1 | 4 | -34 | 0.4 | 0.8 | 1.2 | 3 | 0.8 | 4 | 14
NNC(=O)c1ccc([N+](=O)[O-])c(CS(=O)(=O)c2ccc(Cl)cc2)c1 | 5 | -23 | -1.0 | 0.1 | 1.5 | 3 | -0.6 | -28 | 12
O=C1c2ccccc2C(=O)N1/N=C/c1ccc(O)c(O)c1O | -3 | 5 | 2.0 | 0.3 | 0.8 | 5 | -0.3 | -4 | 11
N#CCCn1c(SCC(=O)c2c[nH]c3ccccc23)nc2ccccc21 | 1 | -36 | 1.1 | 0.0 | 0.0 | -4 | -0.7 | -9 | -87
CCOC(=O)N1CCN(C(=O)C(CC)n2nc(C)c3sc4ccccc4c3c2=O)CC1 (stereo not given) | 1 | -5 | -2.3 | -0.6 | -0.8 | -3 | -0.4 | -14 | 1
O=C(CC1NC(=O)NC1=O)Nc1ccccc1 (stereo not given) | 2 | 13 | -3.2 | 0.6 | 0.7 | -4 | 0.8 | -13 | -20
CSc1ccc(CN(C)CC(=O)NCc2ccc(F)cc2)cc1 | 0 | -50 | 0.0 | -1.4 | -2.1 | -6 | 0.5 | 9 | 32
CCC(=O)c1cc(F)c(N2CCN(C(=O)c3ccco3)CC2)cc1C | 9 | 5 | -0.6 | 1.2 | 1.4 | 0 | 0.1 | -7 | 4
COc1ccc(Oc2cc(C)nc(Cl)n2)nn1 | 1 | -2 | 1.4 | 0.8 | 0.8 | -2 | 1.3 | -11 | -5
O=C1CC(c2cccs2)c2cc3c(cc2N1)OCCO3 (stereo not given) | 4 | 42 | -1.9 | 0.7 | -0.5 | -3 | 1.0 | -17 | 1
Cc1ccc(N=CC=C2OC(C)(C)C(C)(C)O2)c(C)c1 | 10 | -19 | 1.9 | -0.7 | 1.6 | 3 | -0.7 | 20 | -11
O=C(c1cnccn1)N(c1ccccc1)C1(C(=O)NC2CCCCC2)CCCCC1 | 5 | 23 | -0.6 | -0.6 | -0.5 | 2 | -0.7 | 5 | 4
COc1cccc(OCC(O)CN2CCC(Cc3ccccc3)CC2)c1 (stereo not given) | 3 | -13 | 0.1 | 1.9 | 0.6 | 5 | -1.4 | -1 | -3
Cc1nnc(C)n1/N=C/c1cccc(Oc2ccccc2)c1 | -2 | 6 | 1.0 | 0.4 | -1.1 | -2 | 0.7 | -16 | 6
Cc1noc(C)c1COC(=O)c1ccc(-c2nc3ccccc3s2)s1 | 2 | -10 | 0.1 | 0.8 | 1.3 | -6 | 0.3 | -2 | -145
O=c1cc(CO)oc(C(Nc2ccccn2)c2cccc(F)c2)c1O (stereo not given) | 1 | -17 | 0.7 | 0.7 | 0.7 | -4 | 0.9 | -13 | -32
C=CCOC(=O)CN1C(=O)c2ccccc2C1=O | 3 | 13 | 0.4 | 1.1 | 2.5 | -1 | 0.9 | 6 | 0
O=C(Nc1nc2ccc(F)cc2s1)c1cccs1 | 8 | -68 | 1.7 | 2.3 | 2.5 | 0 | 0.1 | -9 | -16
Cc1cnc(NC(=O)c2cc3c(C)nn(Cc4ccccc4Cl)c3s2)s1 | 2 | -4 | 0.0 | -0.2 | -0.2 | -1 | -0.6 | -10 | -92
CC(C)OC(=O)Cn1cc(C#N)c2ccccc21 | 4 | -17&32 | -0.2 | 0.3 | 1.0 | -1 | 0.5 | 0 | -6
Cc1ccc(-c2cc(-c3ccco3)c(C#N)c(=O)[nH]2)cc1 | -2 | 24 | 1.1 | -0.2 | 1.8 | 0 | 0.7 | 23 | -329

Three compounds picked at random from those above:
SMILES | BaF3 tox | EP2 mod | S1P4 ag | TRPML3 agonist | TRPN1 ag | Ba/F3 V617F tox | PERK inh | S1P4 antagonist | m-calpain inh
Cc1cc(-c2ccccc2)c(C#N)c(N)n1 | 4 | -15 | 3.0 | 0.4 | -1.2 | -3 | -0.1 | -20 | -68
Cc1nnc(C)n1/N=C/c1cccc(Oc2ccccc2)c1 | -2 | 6 | 1.0 | 0.4 | -1.1 | -2 | 0.7 | -16 | 6
CC(=O)N1CC2(CC(=O)OC(C)C)CN(C(C)=O)CC(CC(=O)OC(C)C)(C1)C2=O | 0 | 9 | 1.1 | 0.3 | -0.3 | -1 | -0.1 | -14 | 8

New compounds follow:
SMILES | BaF3 tox | EP2 mod | S1P4 ag | TRPML3 agonist | TRPN1 ag | Ba/F3 V617F tox | PERK inh | S1P4 antagonist | m-calpain inh
Cn1c(C(=O)OCC(=O)NCC2CCCO2)cc2sccc21 (stereo not given) | 7 | 8&-52 | -1.3 | 0.2 | 0.3 | -1 | -0.3 | 1 | 12
Cc1cccc(CCN(Cc2cc3cccc(C)c3[nH]c2=O)C(=O)N2CCOCC2)c1 | 2 | -8 | 1.1 | 0.1 | 0.9 | -4 | -1.2 | 16 | -27
NC(=O)c1oc2ccccc2c1NC(=O)c1ccco1 | 5 | -8 | 2.1 | 0.4 | 1.4 | -3 | 1.1 | -6 | -11
NC(=S)n1[nH]c(-c2ccc([N+](=O)[O-])cc2)c(N=Nc2ccccc2[N+](=O)[O-])c1=O | 46* | -50 | 0.8 | 1.1 | -0.8 | 2 | -0.4 | -31 | -116
O=C(O)c1ccc(S(=O)(=O)NC2CC2)cc1 | -4 | -2 | 0.3 | 1.0 | 1.2 | -4 | -0.2 | -3 | -5
CCOC(=O)c1ccc(NC(=S)N2CCCC2)cc1 | 1 | -28 | -2.2 | -0.7 | -1.2 | -4 | 1.6 | -4 | 8

Source: PubChem BioAssay
